# Bioassay records (PubChem BioAssay)
# OX1R antag-1 – human HCRTR1 antagonism. O43613. CHO/OX1R cells, Fluo-8 calcium fluorescence, orexin A. inhibition, % at 5 µM. actives 0.43% (n = 330,000). AID 434989;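 active = inhibition above its plate's threshold, mean inhibition of all tested compounds on the plate plus 3 SD, cut at about 37% in these data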;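 note: 0% = orexin A challenge wells and 100% = SB-334867-A antagonist wells; not every result past the cut was called active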
# Target sequence (O43613 whole entry, looked up): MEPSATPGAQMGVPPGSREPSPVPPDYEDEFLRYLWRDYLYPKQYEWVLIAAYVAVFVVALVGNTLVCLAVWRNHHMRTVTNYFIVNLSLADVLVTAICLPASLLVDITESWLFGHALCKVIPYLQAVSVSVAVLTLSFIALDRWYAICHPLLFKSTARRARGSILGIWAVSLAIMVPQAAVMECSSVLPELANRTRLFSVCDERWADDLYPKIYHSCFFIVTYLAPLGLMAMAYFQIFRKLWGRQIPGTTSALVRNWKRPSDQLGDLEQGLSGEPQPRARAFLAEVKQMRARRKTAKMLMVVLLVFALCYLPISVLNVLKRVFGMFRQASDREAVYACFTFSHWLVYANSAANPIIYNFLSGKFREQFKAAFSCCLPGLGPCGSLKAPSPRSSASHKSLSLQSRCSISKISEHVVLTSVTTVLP
# OX1R antag-2 – OX1R (human) antagonism; inhibition, % at 6.6 µM; AID 485270; OX1R-expressing cells, FRET antagonist read-out; O43613; actives 1.8% (n = 330,000); in the data active = inhibition mostly above about 38%, no sharp cut-off; inactive = mostly below about 40%;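 note: 0% = agonist challenge alone and 100% = reference antagonist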
# STK33 inh – inhibitors of human STK33 kinase | Q9BYT3 | AID 2661 | actives 0.073% (n = 320,000) | purified STK33, MBP phosphorylation, ADP-Glo luminescence | inhibition, % at 10 µM;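 active = inhibition at or above 25%, using the most active replicate where run in duplicate; inactive = inhibition below 25%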
# Target sequence (Q9BYT3 whole entry, looked up): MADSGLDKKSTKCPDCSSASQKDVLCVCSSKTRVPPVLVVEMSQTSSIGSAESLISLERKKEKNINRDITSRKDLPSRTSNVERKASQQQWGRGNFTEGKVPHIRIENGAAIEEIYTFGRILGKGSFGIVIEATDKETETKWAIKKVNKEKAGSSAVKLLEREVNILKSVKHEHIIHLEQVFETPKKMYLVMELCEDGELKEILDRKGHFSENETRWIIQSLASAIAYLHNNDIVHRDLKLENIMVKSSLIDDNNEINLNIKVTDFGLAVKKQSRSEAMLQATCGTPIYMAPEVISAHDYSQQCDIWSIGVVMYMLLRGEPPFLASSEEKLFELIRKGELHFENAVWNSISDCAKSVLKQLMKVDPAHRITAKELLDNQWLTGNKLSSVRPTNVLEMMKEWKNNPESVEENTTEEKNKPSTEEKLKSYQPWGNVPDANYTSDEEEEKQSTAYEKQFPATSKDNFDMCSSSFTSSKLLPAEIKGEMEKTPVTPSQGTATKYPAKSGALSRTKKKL
# * marks the source's active call; other numbers are inactive results; . = not tested or not shown.
SMILES,OX1R antag-1,OX1R antag-2,STK33 inh
CC1CCN(S(=O)(=O)c2ccc3c(c2)N(CC(=O)NCCCN2CCCCC2)C(=O)CS3)CC1,-9,7,-1.8
CCOC(=O)c1c(NC(=O)C2C3C=CC(CC3)C2C(=O)O)sc(C)c1C (configuration not stated),-17,25,0.3
CC(=O)N1CN(CCCn2ccnc2)Cc2c1sc1c2CCCC1,-27,24,1.1
CCOC(=O)CC1NC(=O)c2ccccc21 (configuration not stated),-16,11,4.9
CCC(=O)c1ccc(OCC(=O)Nc2ccc(N3CCCCC3)cc2)cc1,-16,13,-1.6
O=C(NCc1cccs1)c1cc(C2CC2)on1,-8,1,-0.7
CC(NC(=O)NC1CCCCC1)c1ccc2c(c1)OCO2 (configuration not stated),-17,7,-0.4
O=S(O)OC1CS(=O)(=O)CC1c1ccccc1 (configuration not stated),-17,4,-0.1
COc1ccc(CNC(=O)c2cncc(Br)c2)cc1,-20,-2,-1.0
Cc1ccc(S(=O)(=O)NC(=O)Nc2ccc(F)c(F)c2)cc1,-11,14,-0.2
CCCCn1c(N)c(N(CCC(C)C)C(=O)c2cccc(S(=O)(=O)N3CCN(C)CC3)c2)c(=O)[nH]c1=O,-18,23,-0.1
Cc1cccc(/C=C2\CCC(=C3SCCCS3)C2=O)c1,4,8,-0.1
Cc1cc(NC(=O)CN2C(=O)NC3(CCCCCC3)C2=O)ccc1Br,-10,2,-1.2
CC(C)[C@H](NC(=O)c1ccc(Cl)cc1Cl)C(=O)NNC(=O)c1ccco1,-8,8,-1.9
COc1ccc(N(CC(=O)Nc2ccc(OC)cc2OC)S(=O)(=O)c2ccccc2)cc1,-30,24,1.2
COc1cc2cc(C(=O)Nc3ccc4c(c3)OCCO4)[nH]c2cc1OC,-27,26,-0.4
COc1ccc(F)cc1S(=O)(=O)NCc1cc(=O)n(C)c(=O)n1C,-10,7,-1.2
Cc1ccc(C(=O)NNC(=O)CSc2nnc(-c3ccncc3)n2C)cc1,-9,13,-0.6
O=C(Nc1ccc(-c2cn3c(n2)SCC3)cc1)c1ccc2ccccc2n1,-3,28,-2.1
O=C1NC(=O)c2c(NC(=O)C3CCCO3)cccc21 (configuration not stated),-4,10,1.4
Cc1cc(C)c2nc(-c3ccccn3)cc(C(=O)Nc3cc(C)on3)c2c1,-21,10,0.7
CCCCNC(=S)NNC(=O)CCn1nc(C)c(Br)c1C,-14,14,-0.3
CC(=O)Nc1ccc(S(=O)(=O)NCCc2ccccc2)cc1,-10,5,0.2
O=C(Nc1ccc(Cl)cn1)C1CCCN1S(=O)(=O)c1ccc(Cl)cc1 (configuration not stated),37,64*,-2.4
CC(C)=CCC/C(C)=C/CNC(=O)C[C@H]1C[C@H](C(=O)N2CCCCC2)[C@@]2(C)c3[nH]c4cc(CCC(=O)N(C)C)ccc4c3CCN2C1=O,49*,28,.

# (further entries)
SMILES,OX1R antag-1,OX1R antag-2,STK33 inh
Oc1cccc(NC(=S)N=Nc2c(O)[nH]c3ccccc23)c1,-4,44,7.4
COc1cccc(/C=C/C(=O)NCC2CCCCC2)c1,-33,18,-1.2
CC(CCc1ccccc1)NC(=O)COC(=O)C12CC3CC(CC(Br)(C3)C1)C2 (configuration not stated),-19,17,.
Cc1cc([N+](=O)[O-])ccc1NCc1cccc([N+](=O)[O-])c1,5,10,-1.5
COc1ccccc1CNC(=O)COc1ccc2c(c1)CCC2,-18,15,0.7
COc1ccc(CCN2C(=O)NC(NS(=O)(=O)c3ccccc3)(C(F)(F)F)C2=O)cc1OC (configuration not stated),-9,21,0.0
CC(C)Nc1ccc(C(CC(N)=O)NC(=O)Cc2ccc(Br)cc2)cc1[N+](=O)[O-] (configuration not stated),-39,15,10
CC1CN(C(=O)CNC(=O)Cc2cccc3ccccc23)CC(C)O1 (configuration not stated),-9,7,-0.6
COC(=O)C1=C(C)OC(N)=C(C#N)C1c1c(C)nn(-c2ccccc2)c1Cl (configuration not stated),-3,19,-1.9
O=C(CCN1C(=O)c2cccc3cccc(c23)C1=O)N1CCN(c2ccccc2F)CC1,3,12,-0.2
O=C(Cc1cccs1)Nc1nc2ccccc2s1,-18,15,1.0
Cc1cc(C)c(C(N)=O)c(NC(=O)Nc2ccccc2Cl)n1,-15,13,2.1
N#Cc1c(-c2cccs2)nc(SCC(=O)c2cccs2)[nH]c1=O,-3,23,0.3
COc1ccc(OC)c(C(=O)c2ccc(C(=O)Nc3ccc4ccccc4c3)cc2)c1,-13,24,-2.5
Clc1ccc(-c2nc(-c3ccncc3)no2)c(Cl)c1,-10,1,-1.3
CC(=O)c1ccc(NC(=S)NC(C)CCc2ccccc2)cc1 (configuration not stated),12,29,0.8
O=C(Cc1ccsc1)Nc1ccc(S(=O)(=O)C(F)F)cc1,-2,13,-0.8
CC(On1nnc2ccc(S(=O)(=O)N3CCOCC3)cc21)C(=O)Nc1ccccc1F (configuration not stated),-16,19,1.0
CCCCn1c(=O)[nH]c(=O)c2c1nc(-c1ccc(C#N)cc1)n2C1CCCC1,-28,0,-0.5
CCSc1nc(-c2ccc(OC)cc2)cc(-c2ccccc2)c1C#N,-28,4,-1.6
O=C(COc1ccc(S(=O)(=O)N2CCOCC2)cc1Cl)NC1CCCCC1,-2,7,0.2
CCN(CC)S(=O)(=O)c1cc(NC(=O)COc2ccc(C#N)cc2OC)ccc1C,-16,19,-0.5
O=C1[C@H]2[C@H]3[C@H](O)[C@H](O)C/C(=N\OC[C@@H](O)COCc4ccco4)[C@@H]3CC[C@H]2C(=O)N1c1ccc(F)cc1F,-1,22,-1.2
O=C(c1cccc(S(=O)(=O)N2CCCC2)c1)N(Cc1ccco1)C1CCS(=O)(=O)C1 (configuration not stated),-16,10,-2.5
Cc1ccc(C(=O)N/C(=C\c2ccc(F)cc2)C(=O)NCc2ccncc2)cc1,2,15,.

# New compounds follow:
SMILES,OX1R antag-1,OX1R antag-2,STK33 inh
CCS(=O)(=O)c1ncc(CO)n1CCc1ccccc1,-20,-5,-0.7
O=C(Nc1ccc(Cl)cn1)C1CCCN1S(=O)(=O)c1ccccc1 (configuration not stated),19,70*,-0.5
COc1ccc(NC(=O)C(c2ccc(C)cc2)N(C)C(=O)c2ccc(=O)[nH]c2)cc1 (configuration not stated),5,13,0.6
O=C(CSc1ccc2c(c1)OCCO2)Nc1ccc(Br)cc1,3,40,1.9
COc1ccc(CCN2CC(C(=O)NCC3(O)CCCCC3)CCC2=O)cc1 (configuration not stated),-8,7,-0.7
CC1(OC(=O)c2ccco2)C(=O)C=C2C=C(c3ccsc3)OC=C2C1=O (configuration not stated),-21,20,-0.7
CCCCNS(=O)(=O)c1ccc(NC(=O)C(Sc2ccccc2)c2ccccc2)cc1 (configuration not stated),13,7,-0.4
C/C(=N\NC(=O)c1ccc(COc2ccccc2)cc1)c1ccncc1,-3,2,-0.3
COc1cc2c(cc1OC)CN(CC(=O)Nc1ccccc1SC)CC2,-4,19,-0.4
CCOC(=O)CSc1cc(CSc2ccccc2)nc(-c2ccccc2)n1,-24,15,-1.4
CCC(COC(=O)Nc1cccc(C)c1)NC(=O)OCC(C)C (configuration not stated),-32,8,-0.2
Cc1ccc(C(=O)Nc2cnc3sc(C)nn3c2=O)cc1,-19,3,-0.5
CCOC(=O)COc1cc(-n2c(=S)[nH]c3cc(OC)c(OC)cc3c2=O)c(Cl)cc1Cl,-23,15,-1.2
Oc1ccc(-c2csc(Nc3ccccn3)n2)c(O)c1,2,16,0.8
Cc1ccccc1NC(=O)/C(C#N)=C\c1cc(C)n(-c2ccc(C(=O)O)cc2)c1C,3,10,-0.7
CC(=O)c1cccc(S(=O)(=O)N2CCC(C(=O)N(C)Cc3ccc(Cl)s3)CC2)c1,-7,-3,-0.9
Cc1onc(-c2ccccc2Cl)c1C(=O)NCC(=O)O,-10,8,-1.2
Cc1c(NC(=O)C(C)OC(=O)COc2cccc3c2OC(C)(C)C3)c(=O)n(-c2ccccc2)n1C (configuration not stated),-14,15,-0.5
CC(C)(C)C1CCC(=O)N(CCOc2ccccc2)CC1 (configuration not stated),-37,19,-0.6
COc1ccc2c(=O)c3c(=O)n(Cc4ccco4)c(-c4ccccc4)nc3oc2c1,-21,15,-1.5
CC(=O)NCCCNS(=O)(=O)c1ccc(C)cc1,-2,3,-0.2
Cc1cc(C(=O)N/N=C/C=C/c2ccc3c(c2)OCO3)n[nH]1,-11,8,1.4
O=C(COC(=O)/C=C/c1cccs1)Nc1nc(-c2cccc(Br)c2)cs1,-9,14,-1.6
O=C(CCCOc1ccccc1)Nc1cccc(C(=O)O)c1,-15,7,-1.8
O=C(CSc1nnc(-c2ccccc2F)n1C1CCCCC1)N1CCCC1,-38,18,0.0

# The list continues:
SMILES,OX1R antag-1,OX1R antag-2,STK33 inh
CN(C)/C=C(\C#N)C(N)=C(C#N)C#N,-11,11,1.0
COc1c(O)cccc1-c1nnn(CCC(=O)OCC(=O)c2ccccc2)n1,-16,13,-0.2
CC1(C)CCCC2=C1CC1C(=O)N(O)C(=O)C1C2 (configuration not stated),8,8,-2.0
Cc1ccc(S(=O)(=O)N2[C@@H](c3ccc(C#N)cc3)C(C(=O)O)=C[C@H]2C(C)(C)C)cc1,0,12,-1.5
CCOC(=O)N1CCN(S(=O)(=O)c2ccc3c(c2)oc(=O)n3C)CC1,2,9,0.8
CCc1ccccc1NC(=O)C(C#N)Cc1cccnc1 (configuration not stated),-13,1,-1.5
CCOC(=O)NC(Nc1ccc(C)cn1)(C(F)(F)F)C(F)(F)F,-12,23,6.1
CC(C)(C)[C@H]1COC(=O)[C@H](NC(=O)OCC2c3ccccc3-c3ccccc32)C/C=C\C[C@@H](CC(=O)N(CCO)Cc2ccccc2)C(=O)N1,-28,1,0.5
CC(=O)C[C@@H](O)CC(=O)[C@H]1OC(=O)CCCCCCc2ccccc21,-14,6,0.3
COCCNC(=O)Nc1ccc2c(c1)N(C)C(=O)CS2,-6,-5,-1.1
COc1ccc(C(C(=O)NC2CCCC2)N(Cc2cccnc2)C(=O)c2snc(C(N)=O)c2N)cc1OC (configuration not stated),-10,34,-0.3
Cc1nn(Cc2ccccc2)c(C)c1NC(=O)CCCn1nc([N+](=O)[O-])cc1C,-31,9,-0.1
CCc1ccc(-c2cc(C(=O)NN3CCOCC3)c3ccccc3n2)s1,-19,8,-0.5
COc1ccccc1N1CCN(C(=O)Cn2c(=O)oc3cc(S(=O)(=O)N4CCCC4)ccc32)CC1,-16,9,0.3
O=C(COC(=O)c1ccc2ncsc2c1)Nc1ccccc1Br,-19,0,-0.2
CC(=O)c1cnn(-c2ccc(Cl)cc2)c1C,-10,3,-0.6
COC(=O)c1c(C(=O)OC)c2cc(C(=O)c3ccccc3)ccn2c1Cl,-59,21,-0.5
Cc1cc([N+](=O)[O-])ccc1NC(=O)/C=C/c1cccs1,-13,6,0.5
Cn1c(CCN2CCN(c3ccccn3)CC2)nc2cc(NC(=O)COc3ccc([N+](=O)[O-])cc3)ccc21,-4,6,-0.3
COc1ccccc1CNC(=O)c1cc(C)nc2ccccc12,-20,29,-0.5
COc1ccc(C)cc1NC(=O)NC(C)c1ccc2c(c1)OCO2 (configuration not stated),-2,24,-0.5
CCOC(=O)c1ccc(N2C(=O)C(CC(=O)NC)N(CCc3ccc(OC)c(OC)c3)C2=S)cc1 (configuration not stated),-26,18,-0.2
COc1ccc(OC)c(NC(=O)c2cccc(N3C(=O)C4C5C=CC(C6CC56)C4C3=O)c2)c1 (configuration not stated),-31,9,-1.3
CCN(CC)C(=O)c1csc(Nc2cccc3ccccc23)n1,-37,0,-0.2
CC(C)NC(=O)c1cc(-c2ccc(Br)cc2)on1,-9,13,-1.7
O=C(c1ccccc1)c1ccc(C(=O)N2CCN(c3ccccc3Cl)CC2)cc1,-28,8,-0.2
Cc1ccc(Nc2cc(-n3nc(C)cc3C)ncn2)c(C)c1,-35,-13,-2.8

# 14 entries from above, reformatted:
structure	OX1R antag-1	OX1R antag-2	STK33 inh
O=C1NC(=O)c2c(NC(=O)C3CCCO3)cccc21 (configuration not stated)	-4	10	1.4
Cc1cc(C)c2nc(-c3ccccn3)cc(C(=O)Nc3cc(C)on3)c2c1	-21	10	0.7
CCCCNC(=S)NNC(=O)CCn1nc(C)c(Br)c1C	-14	14	-0.3
CC(=O)Nc1ccc(S(=O)(=O)NCCc2ccccc2)cc1	-10	5	0.2
O=C(Nc1ccc(Cl)cn1)C1CCCN1S(=O)(=O)c1ccc(Cl)cc1 (configuration not stated)	37	64*	-2.4
CC(C)=CCC/C(C)=C/CNC(=O)C[C@H]1C[C@H](C(=O)N2CCCCC2)[C@@]2(C)c3[nH]c4cc(CCC(=O)N(C)C)ccc4c3CCN2C1=O	49*	28	.
Oc1cccc(NC(=S)N=Nc2c(O)[nH]c3ccccc23)c1	-4	44	7.4
COc1cccc(/C=C/C(=O)NCC2CCCCC2)c1	-33	18	-1.2
CC(CCc1ccccc1)NC(=O)COC(=O)C12CC3CC(CC(Br)(C3)C1)C2 (configuration not stated)	-19	17	.
Cc1cc([N+](=O)[O-])ccc1NCc1cccc([N+](=O)[O-])c1	5	10	-1.5
COc1ccccc1CNC(=O)COc1ccc2c(c1)CCC2	-18	15	0.7
COc1ccc(CCN2C(=O)NC(NS(=O)(=O)c3ccccc3)(C(F)(F)F)C2=O)cc1OC (configuration not stated)	-9	21	0.0
CC(C)Nc1ccc(C(CC(N)=O)NC(=O)Cc2ccc(Br)cc2)cc1[N+](=O)[O-] (configuration not stated)	-39	15	10
CC1CN(C(=O)CNC(=O)Cc2cccc3ccccc23)CC(C)O1 (configuration not stated)	-9	7	-0.6
